mcGAS inh: blocks mouse cGAS activity | recombinant cGAS, Kinase-Glo ATP depletion luminescence | actives 0.15% (n = 160,000) | inhibition, % at 12.5 µM | Q8C6L5;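 also: 0% = negative control wells and 100% = reference inhibitor with no enzyme activity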
hcGAS inh: inhibitors of human cGAS; Q8N884; recombinant h-cGAS, ATP depletion, Kinase-Glo luminescence; inhibition, % at 12.5 µM; actives 0.081% (n = 290,000);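 also: 0% = vehicle reaction and 100% = reaction without DNA for no activity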
Target sequence (Q8N884 whole entry, looked up): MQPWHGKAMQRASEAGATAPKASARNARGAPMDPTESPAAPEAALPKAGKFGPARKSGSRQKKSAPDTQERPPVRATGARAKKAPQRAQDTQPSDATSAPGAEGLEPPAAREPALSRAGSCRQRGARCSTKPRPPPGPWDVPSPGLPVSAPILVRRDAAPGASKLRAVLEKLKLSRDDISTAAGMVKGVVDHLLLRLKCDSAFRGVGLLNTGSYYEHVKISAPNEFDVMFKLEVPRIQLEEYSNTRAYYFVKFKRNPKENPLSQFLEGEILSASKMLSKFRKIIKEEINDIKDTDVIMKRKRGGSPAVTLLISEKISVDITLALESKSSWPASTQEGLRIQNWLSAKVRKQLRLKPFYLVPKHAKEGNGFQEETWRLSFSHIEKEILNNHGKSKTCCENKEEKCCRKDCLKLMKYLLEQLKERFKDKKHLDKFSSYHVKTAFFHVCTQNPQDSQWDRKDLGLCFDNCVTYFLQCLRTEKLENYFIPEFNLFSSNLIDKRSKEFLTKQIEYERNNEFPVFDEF
NPYLR7 ag: mosquito NPYLR7 agonism. HEK293T NPYLR7/Galpha15, GCaMP6s calcium fluorescence. activation, % at 10 µM. actives 0.15% (n = 270,000). AID 1259423; in the data active = activation above about 40%;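 also: 0% = vehicle and 100% = reference agonist at the receptor; some compounds past the cut are filed as inactive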
Starred values were filed as active, the others as inactive; . = no result given; & = joins results of further samples. Rule as the data show it, unless noted: active = inhibition above about 40%; inactive = the rest.

SMILES	mcGAS inh	hcGAS inh	NPYLR7 ag
CC(C)[C@H](NC(=O)OCC1c2ccccc2-c2ccccc21)C(=O)NCCCn1cccn1	-3	-4	-12
Cc1cc(OC(=O)C(C)(C)C)c([N+](=O)[O-])c(=O)[nH]1	-5	-1	0
O=C(NCCc1ccco1)c1csc(-c2cccs2)n1	.	-5	0
CCCNC(=O)Cn1nc2c(c1NC(=O)COC)CSC2	-11	-7	-8
CNC(=O)CC1=C2CCCCC2N(C(C)C)C1=O (centres undefined)	-6	-7	.
CC(=O)Nc1cc(F)ccc1-c1csc(NC(=O)c2cccc(C)c2)n1	.	-3	9
COC(=O)c1cccc(N2C=C(C(=O)N3CCCCC3)S(=O)(=O)c3ccccc32)c1	.	-2	4
Cc1nn(C(C)(C)C)c(OC(=O)c2ccccc2[N+](=O)[O-])c1S(=O)(=O)c1ccccc1	-8	-13	3
COC(=O)CNC(=O)c1cc(-c2ccc(F)cc2)nc2ccccc12	-5	-3	-18
COc1ccc(-c2nc3ccccc3c(=O)n2Cc2ccc(F)cc2)c(OC)c1OC	-7	-6	3
O=c1c2nnn(Cc3ccccc3F)c2ncn1Cc1ccccc1	.	-1	-1
FC(F)(F)c1ccc(Nc2cc3c(cn2)ncn3CC2CC2)cc1	-4	-3	16
CC(CCc1ccccc1)NC(=O)c1cc(-c2cccn2C)nn1-c1cccc([N+](=O)[O-])c1 (centres undefined)	-4	1	.
CCOc1ccc(C2CC(c3ccc(C)c(C)c3)=NN2C(=O)CN2CCN(c3ccccc3F)CC2)cc1 (centres undefined)	-5	-5	2
O=C(O)c1cncnc1/C=C/c1ccccc1Br	-4	-6&-1	7&-5
O=C(NCc1cccnc1-n1ccnc1)c1cn2ccsc2n1	.	1	6
Cc1c(CO)cccc1NC(=O)c1cccc(CN2CC=CC2)c1	-11	-3	0
CNc1nc(Nc2ccc(C)cc2C)c2nccnc2n1	.	-2	6
O=C(O)c1ccc([C@H]2CN(Cc3cc(Br)cs3)C[C@@H]2O)cc1	.	-6	22
Cc1cccc2sc(N(Cc3cccnc3)C(=O)c3ccc([N+](=O)[O-])cc3)nc12	-8	-5	-5
CCC(CC)C(O)CNC(=O)Cc1c[nH]c2ncccc12 (centres undefined)	.	-3	6
CC(=O)O[C@@H](C)C(=O)N1CCC(n2c(=O)[nH]c3ccccc32)CC1	-6	-5	2
CCc1ccc(-c2cc3c(SCC(=O)Nc4cc(OC)ccc4OC)nccn3n2)cc1	-9	-5	-2
COCC1(NC(=O)c2cnc(C(C)C)[nH]c2=O)CCCC1	.	-3	-2
COC(=O)N1CCCC(C(=O)N(C)Cc2nc3ccccc3[nH]2)C1 (centres undefined)	.	-11	-19

(next part)
SMILES	mcGAS inh	hcGAS inh	NPYLR7 ag
O=C(NCC1CCCO1)C1CCN(C2CCN(C(=O)Cc3ccsc3)CC2)CC1 (centres undefined)	-4	-2	0
CN1CCC2(CC1)NC(=O)N(CN1CCN(C/C=C/c3ccccc3)CC1)C2=O	.	-10	0
CN=c1scc(-c2ccccc2F)n1N=Cc1cccc(F)c1	.	-10	1
COCCN(CCC(=O)NC(C)c1ccccc1)c1nc(-c2cccs2)nc2ccccc12 (centres undefined)	-8	-3	19
CCOCCCNC(=O)c1cc(NC(=O)Nc2ccc(C)cc2)ccc1N1CCC(C)CC1	-5	-4	21
COc1ccc(N2C(=O)CSC2c2ccc(NC(=O)c3cc(OC)cc(OC)c3)cc2)cc1 (centres undefined)	-2	2	1
Cc1cc(N(C)C(C)c2sc(C)nc2C)nc(-c2ccncc2)n1 (centres undefined)	.	6	1
CCN(C)c1nc(C)nc2c1CN(C(=O)Nc1ccc(C)c(C)c1)CC2	-6	-2	15
O=C(NCCn1ncc2ccccc2c1=O)c1cccc2c1NCCC2	.	-4	10
CCOCCCN(CC(=O)N(Cc1ccc2c(c1)OCO2)Cc1sccc1C)C(=O)NC(C)(C)C	-8	-10	.
Cc1cc(C)cc(NC(=O)CSc2nc3c([nH]c4ccccc43)c(=O)n2C)c1	-6	-4	2
Cc1cc(C)cc(OCCC(=O)Nc2cc(C3CC3)nn2C2CCS(=O)(=O)C2)c1 (centres undefined)	.	-4	2
Cc1c([N+](=O)[O-])c2ccc(O)cc2n1-c1ccccc1	.	-7	-1
CNc1cccc(-c2cccc(C(C)=O)c2)n1	.	-7	3
Nc1nnc(SCC(=O)c2cccc(C(F)(F)F)c2)s1	.	1	-4
CCCCCCCCNC1=CC(=O)C(=O)c2ccccc21	.	3	4
CN1CCN2CCN(C(=O)CCc3cccc(Cl)c3)CC2C1=O (centres undefined)	.	-7	11
O=C(O)c1csc(-c2cnn(-c3ccccc3)n2)n1	-1	0	0
CCNC(=O)N(C)c1c(CC)nc2ccc(C(=O)N(C)CCCN(C)C)cn12	1	1	0
CCNC(=O)N1CCN(C(=O)C2CCC2)[C@@H]2CS(=O)(=O)C[C@@H]21	-4	-4	.
COc1cc2ccccc2cc1C(=O)NCC1(NS(C)(=O)=O)CCCCC1	21	4	3
COc1ccc(C(=O)CSc2nnc(-c3cc(OC)cc(OC)c3)n2C2CCCCC2)cc1	-4	-5	16
CN(CC(=O)NC(C)(C)C)C(=O)c1sc2ccccc2c1Cl	.	1	5
Cc1ccc2nc(Cn3nnn(-c4ccccc4Cl)c3=O)cc(=O)n2c1	.	1	5
CCCCCCSc1nc2c(c(=O)[nH]c(=O)n2C)n1CCCCC	-5	-4	2

Compounds above with a CF3 group (2):
SMILES	mcGAS inh	hcGAS inh	NPYLR7 ag
FC(F)(F)c1ccc(Nc2cc3c(cn2)ncn3CC2CC2)cc1	-4	-3	16
Nc1nnc(SCC(=O)c2cccc(C(F)(F)F)c2)s1	.	1	-4

(more compounds)
SMILES	mcGAS inh	hcGAS inh	NPYLR7 ag
O=C(O)C1COC2(CCCCC2)N1C(=O)c1ccccc1Cl (centres undefined)	-6	-3	9
Cc1ccc(-c2cc(NC(=O)c3ccc(F)cc3F)n(-c3ccccc3)n2)cc1	-5	0	12
O=C(NC1CCSc2ccc(Cl)cc21)C1CCCN1C(=O)c1ccco1 (centres undefined)	.	-3	0
CCCC(C)C(=O)Nc1cc(S(=O)(=O)N2CCCCC2)ccc1C (centres undefined)	-5	-5	3
CCc1nc2c(OCC(=O)C(C)(C)C)cccn2c1N(C)C(=O)COc1ccccc1	-4	-5	-2
COCC(O)CN(CCN1CCOCC1)Cc1nc2scc(-c3cc(C)ccc3C)c2c(=O)[nH]1 (centres undefined)	1	1	-6
O=S(=O)(NCCc1coc(-c2ccccc2)n1)c1ccc(F)cc1Cl	-1	5	-1
O=C(/C=C/c1cccs1)N(CCCn1ccnc1)c1nc2ccc(F)cc2s1	-7	-6	-11
COc1cccc(OC)c1-c1ccc(-n2cncc2C(=O)NCCF)cc1	-5	-7	33
CC(C)OC(=O)CC(NC(=O)CCn1cccn1)c1ccccc1 (centres undefined)	.	-9	2
COc1ccc(N2C(=O)CC(Nc3ccc4c(c3)NC(=O)CO4)C2=O)cc1OC (centres undefined)	.	-2	10
Cc1cc(=O)[nH]c(SCC(=O)NC(C)C2CC3CCC2C3)c1C#N (centres undefined)	.	-4	1
COc1ccc(C(N)=NC#N)cc1	.	-4	-4
Cc1ccc(/C=C2/CCn3c2nc(=O)c2ccccc23)cc1	.	-1	6
Cn1cc(C(=O)NCCCc2ccccc2)c2[nH]c(=O)n(Cc3ccccc3)c(=O)c21	.	-4	3
CC(=O)c1ccc(N=c2oc3ccc(Cl)cc3cc2C(N)=O)cc1	-3	-1	-8
Cc1ccc(OCCCCn2c(CCCO)nc3ccccc32)cc1	-6	-9	5
CC(=O)Nc1ccc(Nc2nccc3c2cc(-c2ccsc2)n3C)cc1	-2	-3	-3
Cc1ccn(-c2ccc(N3CCN(S(=O)(=O)c4ccccc4)CC3)nn2)n1	-9	-9	-5
CCN1CCCN(S(=O)(=O)c2ccc(F)c(C#N)c2)CC1	.	-6	8
CC(=O)Oc1c(-c2ccc(NC(=O)c3cccs3)cc2)c(-c2ccc(F)cc2)nn1-c1cc(C)ccc1C	-3	-9	5
CCOc1cccc2sc(N3CCN(C(=O)C4=COCCO4)CC3)nc12	-8	-7	-1
COc1cc(Cl)ccc1C(=O)N1CCCC(CNS(=O)(=O)c2ccc(C)cc2)C1 (centres undefined)	-16	-11	-3
c1ccc(-c2ncn(C3CCNC3)c2-c2ccc(Sc3ncn[nH]3)o2)cc1 (centres undefined)	.	-1	20
CCOc1cccc(N2CCN(S(=O)(=O)c3ccc(C)cc3)C(C)C2=O)c1 (centres undefined)	-1	3	-8

One compound at a time, as listed above. Screens in order: mcGAS inh	hcGAS inh	NPYLR7 ag
`Cc1cccc2sc(N(Cc3cccnc3)C(=O)c3ccc([N+](=O)[O-])cc3)nc12` in the list: -8	-5	-5
`COc1cc2ccccc2cc1C(=O)NCC1(NS(C)(=O)=O)CCCCC1` in the list: 21	4	3
`Cc1nn(C(C)(C)C)c(OC(=O)c2ccccc2[N+](=O)[O-])c1S(=O)(=O)c1ccccc1` in the list: -8	-13	3
`COc1ccc(N2C(=O)CC(Nc3ccc4c(c3)NC(=O)CO4)C2=O)cc1OC` (centres undefined) in the list: .	-2	10
`COC(=O)N1CCCC(C(=O)N(C)Cc2nc3ccccc3[nH]2)C1` (centres undefined) in the list: .	-11	-19

Single values from the entries so far:
NPYLR7 ag with COc1ccc(C(N)=NC#N)cc1 is entered as -4
mcGAS inh with COc1cccc(OC)c1-c1ccc(-n2cncc2C(=O)NCCF)cc1 is entered as -5
hcGAS inh with O=C(/C=C/c1cccs1)N(CCCn1ccnc1)c1nc2ccc(F)cc2s1 is entered as -6

Carrying on.
SMILES	mcGAS inh	hcGAS inh	NPYLR7 ag
CCOCCCN1C(=O)C(=Cc2c(N3CCC(C)CC3)nc3ccc(C)cn3c2=O)SC1=S	-6	-4	1
Cc1cc(-c2nnc(CCC(=O)NCc3cccc(C(F)(F)F)c3)o2)no1	.	-7	7
O=C(Cc1cccc2ccccc12)NN=Cc1ccc(O)cc1	.	-8	3
Cc1ccc(C(=O)N2CCN[C@H]3CS(=O)(=O)C[C@H]32)cc1NC(=O)C1CC1	.	-4	4
COCCN(Cc1nc(C(=O)N2CCN(c3ccc(OC)cc3)CC2)cs1)C(=O)Nc1cccc(Cl)c1	-2	-4	-2
c1cncc(CN2CN(CC3CCCO3)c3nc4ccccc4n3C2)c1 (centres undefined)	-6	-6	1
Cc1ccc(-c2nc(C=Nc3ccc4nc(NC(=O)C5CCCCC5)sc4c3)c(O)o2)cc1	.	-4	-3
COc1ccc(F)cc1-c1nccn1C(C)CCCC(C)(C)O (centres undefined)	-11	-5	1
COc1ccccc1C1c2c(oc3ccc(C)cc3c2=O)C(=O)N1c1nccs1 (centres undefined)	.	-8	7
CCC(CC)c1nnc(NC(=O)CC2CC3CCC2C3)s1 (centres undefined)	.	-5	0
Cc1ccc(N2CCN(C(=O)COc3ccc(Cl)cc3)C(C)C2=O)c(C)c1 (centres undefined)	-4	-5	-2
COc1ccccc1/C=C1\SC(=S)N(C(C(=O)O)C(C)C)C1=O (centres undefined)	-4	-1	-3
CC(=O)N1CCc2cc(C(=O)C(C)OC(=O)c3nc4nc(C)cc(C)n4n3)ccc21 (centres undefined)	.	-3	9
CC(C)C(CNS(=O)(=O)CC1CCCCC1)N1CCN(C)CC1 (centres undefined)	.	-9	3
CC1(C)CC2CC(C)(CN2C(=O)c2cc3n(n2)CCN(Cc2c(F)cccc2Cl)C3=O)C1 (centres undefined)	-3	1	9
CCCCc1ccc(C(=O)N(CCCOC)CC(=O)N(Cc2cccn2Cc2ccccc2Cl)CC(C)C)cc1	-3	-6	-2
CN1CCN(C(=O)c2ccnc(N3CCN4CCN(C)CC4C3)c2)CC1 (centres undefined)	-14	-6	9
O=C(Cc1cccs1)N1C[C@H](Oc2ccccn2)[C@H]2C[C@@H]1Cc1c2[nH]c2ccccc12	-6	-1	28
O=C(CSc1ccccc1)Nc1cccc(-c2cccc(-c3ccc4c(c3)OCCO4)n2)c1	-6	-6	7
CCOC(=O)C1CCCN(C(=O)c2ccc(Nc3c(Oc4cccc(C)c4)cnn(-c4ccccc4Cl)c3=O)cc2)C1 (centres undefined)	-4	-4	7
COCc1cc(N2CCN(c3ccc(OC)cc3)CC2)nc(SCc2ccc(C(=O)N3CCOCC3)cc2)n1	-6	-14	10
CCCCN(CC(=O)Nc1cc(C(C)(C)C)nn1-c1ccc(OC)cc1)C(=O)Nc1ccc(F)c(Cl)c1	-5	-17	20
COCCn1c(C)cn2c3c(=O)n(CC(=O)OCc4ccccc4)c(=O)n(C)c3nc12	.	-2	3
c1sc2[n+](c1C13CC4CC(CC(C4)C1)C3)CCN2	.	-4	-5
COC(=O)c1ccc(N=CC(C#N)c2nc(-c3cccs3)cs2)cc1 (centres undefined)	-8	-5	9

Gathered by group, the entries above containing bromine
SMILES	mcGAS inh	hcGAS inh	NPYLR7 ag
O=C(O)c1cncnc1/C=C/c1ccccc1Br	-4	-6&-1	7&-5
O=C(O)c1ccc([C@H]2CN(Cc3cc(Br)cs3)C[C@@H]2O)cc1	.	-6	22

Screens as filed in PubChem.
